# H37Rv inhibition = M. tuberculosis growth inhibition, HTS (AID 449762); M. tuberculosis H37Rv growth inhibition, 7H9 media; higher % means a stronger effect; one-dose inhibition, % at 25 µM; IC50 in µM for titrated hits; 0.59% of 330,000 active; in the data active means a potency from the dose series; inconclusive means inhibition above about 70% without an active follow-up result;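 further: bacterial growth assessed after seven days of incubation; strong numbers were not always called active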
# inhibitors of VEEV = inhibitors of VEEV TC-83 cytopathic effect, confirmation, Vero cells (AID 588727); Vero cells, VEEV TC-83 cytopathic effect inhibition; higher % means a stronger effect; inhibition, % at 20 µM; hits with a dose series show IC50 in µM; 0.13% of 350,000 active; in the data active means a potency from the dose series; inconclusive means inhibition mostly from about 14% at the one dose, without a potency; inactive means the rest, 99 in 100 with inhibition below about 12%; further: strong numbers were not always called active
# PhoP GFP inhibition = PhoP regulon inhibitors, Salmonella typhi PhoP promoter GFP reporter, confirmatory (AID 1850); Salmonella Typhi PhoP-promoter GFP reporter, fluorescence, 4 h; higher % means a stronger effect; inhibition, % at 50 µM, or IC50 in µM where a hit was titrated; 0.33% of 310,000 active; in the data active means a potency from the dose series; inconclusive means inhibition mostly from about 25% at the one dose, without a potency; inactive means the rest, 99 in 100 with inhibition below about 19%;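 further: 0% = induced wells with vehicle and 100% = uninduced wells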
# influenza NS1A = NS1A inhibition, H1N1 influenza, cell based functional assay (AID 504329); NS1A functional cell-based assay, percent inhibition; higher % means a stronger effect; one-dose inhibition, % at 12.5 µM; IC50 in µM for titrated hits; 0.3% of 340,000 active; in the data active means a potency from the dose series; inconclusive means inhibition above about 27% without an active follow-up result; further: strong numbers were not always called active
# M. tuberculosis = growth inhibition of non-replicating M. tuberculosis (AID 488890); Mycobacterium tuberculosis non-replicating, growth inhibition; higher % means a stronger effect; one-dose inhibition, % at 25 µM; IC50 in µM for titrated hits; 0.39% of 320,000 active; in the data active means a potency from the dose series; inconclusive means inhibition mostly from about 82% at the one dose, without a potency; inactive means the rest, 99 in 100 with inhibition below about 76%;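 further: plate controls were DMSO cells for no effect and high antibiotic wells for full effect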
# inhibitors of VEEV 10K pilot screen = recorded beside inhibitors of VEEV, whose call it bears; inhibition, %; measured here: 10K pilot screen inhibition
# * hit, by the source's call; i = inactive; ? = inconclusive; · = no result given; & = joins results of further samples.
SMILES,H37Rv inhibition,inhibitors of VEEV,PhoP GFP inhibition,influenza NS1A,M. tuberculosis,others
COc1ccc(Cc2noc(CN3CCCN(C4Cc5ccccc5C4)CC3)n2)cc1OC,-4%,i,4%,-19%,16%,
CCOc1ccc(S(=O)(=O)n2cc(-c3ccccc3)c(N)n2)cc1,-3%,i,-1%,1%,-2%,
Cc1ccc(NC(=O)CN2C(=O)NC(C)(C3CC3)C2=O)c([N+](=O)[O-])c1 (configuration not stated),7%,2.1%,·,-1%,11%,
O=C(CCl)N1N=C(c2cccs2)CC1c1ccco1 (configuration not stated),?,?,9%,-7%,?,
CC1=NN(c2ccccc2)C(=O)/C1=C/c1cc(C)n(C2CC2)c1C,-3%,1.3%,-7%,2%,3%,
COC(=O)c1c(NC(=O)COC(=O)CCS(=O)(=O)c2ccc(C)cc2)sc(C)c1C,-4%,0.6%,-6%,9%,42%,
COc1ccc(Cn2c(CCC(=O)Nc3ccc(C)c(C)c3)nc3cccnc32)cc1,0%,8.0%,-7%,0%,9%,
Cc1snc(S(=O)(=O)/C(C#N)=N\Nc2ccccc2)c1C#N,-9%,3.3%,-17%,-11%,23%,
CC(C)n1c(CNC(=O)c2ccccc2)nc2ccccc21,-4%,6.3%,-10%,18%,8%,
NC(=O)C1CCN(c2cc(Cl)ccc2[N+](=O)[O-])CC1,-8%,0.8%,-4%,9%,-12%,
Cc1c(CCO)c(=O)n(C)n1C(=O)c1ccc(F)cc1,-6%,4.9%,-1%,-4%,-5%,
Cc1cccc(OCC(=O)Nc2nc(-c3ccncc3)cs2)c1,5%,3.7%,·,-12%,16%,
O=c1c2cc(-c3ccccc3)sc2ncn1-n1cccc1,-1%,2.0%,-5%,10%,-12%,
CCCC(=O)Nc1sc2c(c1C#N)CCCC2,0%,2.5%,2%,0%,3%,
Cc1cccc(NC(=O)c2ccc(S(=O)(=O)N3CCN(C)CC3)cc2)c1C,2%,i,3%,-11%,-9%,
CCOc1ccc(NC(=O)NNC(=O)COc2ccc3ccccc3c2)cc1,-18%,0.1%,-8%,-11%,-15%,
CC(NS(=O)(=O)/C=C/c1ccccc1)c1ccccc1 (configuration not stated),3%,1.1%,16%,-12%,16%,
CC(OC(=O)CCc1nc2ccccc2[nH]c1=O)C(=O)c1ccccc1 (configuration not stated),1%,2.8%,-2%,-9%,-5%,
CCOc1cc(/C=C/C(=O)c2ccc(O)cc2)ccc1OCC(=O)N(C)C,-12%,8.4%,-18%,11%,-9%,inhibitors of VEEV 10K pilot screen=10
COc1ccc(OC)c(NC(=O)CCN2CCN(c3ccccc3)CC2)c1,-5%,i,2%,2%,-7%,
O=C(Cn1c(=O)sc2ccccc21)N1CCOCC1,2%,1.2%,-12%,-5%,-9%,
COc1ccc(N2CCN(C(=O)[C@@H]3CCCN3C3=NS(=O)(=O)c4ccccc43)CC2)cc1,-2%,0.6%,·,-9%,1%,
CCC(=O)Nc1ccc(/C(C)=N/NC(=O)c2c(Br)c(C)nn2C)cc1,4%,0.5%,-4%,-1%,11%,
Nc1cc(=O)[nH]c(SCC(=O)Nc2cccc(Cl)c2Cl)n1,-7%,1.6%,12%,2%,-18%,
CN(C(=O)COC(=O)c1cccc(S(=O)(=O)N2CCCCC2)c1)C1CCS(=O)(=O)C1 (configuration not stated),-5%,5.9%,3%,-3%,-14%,
CC(C)CCNC(=O)C1CCC(CNc2c(N3CCCC3)c(=O)c2=O)CC1 (configuration not stated),-9%,0.5%,6%,-7%,-5%,
Cc1c(NS(=O)(=O)c2cc(C(=O)NCc3cccnc3)cc(Cl)c2Cl)c(=O)n(-c2ccccc2)n1C,-4%,3.9%,0%,-13%,11%,
O=C(COc1ccccc1[N+](=O)[O-])Nc1ccc(N2CCN(C(=O)c3cccs3)CC2)cc1,-1%,9.8%,8%,9%,16%,
NC(=O)C1CCN(C(=O)CCSc2ccccc2)CC1,2%,0.4%,13%,9%,-13%,
O=C(OCCNc1nc(-c2ccccc2)nc2ccccc12)c1cccnc1,10%,7.6%,-6%,-6%,22%,

# Gathered by group, those above with a Cl atom
SMILES,H37Rv inhibition,inhibitors of VEEV,PhoP GFP inhibition,influenza NS1A,M. tuberculosis,others
O=C(CCl)N1N=C(c2cccs2)CC1c1ccco1 (configuration not stated),?,?,9%,-7%,?,
NC(=O)C1CCN(c2cc(Cl)ccc2[N+](=O)[O-])CC1,-8%,0.8%,-4%,9%,-12%,
Nc1cc(=O)[nH]c(SCC(=O)Nc2cccc(Cl)c2Cl)n1,-7%,1.6%,12%,2%,-18%,
Cc1c(NS(=O)(=O)c2cc(C(=O)NCc3cccnc3)cc(Cl)c2Cl)c(=O)n(-c2ccccc2)n1C,-4%,3.9%,0%,-13%,11%,

# (more compounds)
SMILES,H37Rv inhibition,inhibitors of VEEV,PhoP GFP inhibition,influenza NS1A,M. tuberculosis,others
O=C(NCCSc1ccccc1)c1ccccc1,-1%,0.5%,0%,2%,44%,
Cc1[nH]c2ccccc2c1C(C#N)(C#N)C1C(=O)c2ccccc2C1=O,9%,7.1%,13%,?,78%,
CN(C)S(=O)(=O)c1cccc(NC(=O)c2cc(=O)[nH]c(=O)[nH]2)c1,2%,0.9%,6%,-6%,6%,
CCCc1cc(=O)[nH]c(SCC(=O)Nc2ccc(OC(F)F)cc2)n1,0%,0.2%,0%,4%,1%,
CCC(=O)c1ccc(OCC(=O)Nc2ccccc2N2CCCCC2)cc1,-10%,2.1%,-6%,-9%,-5%,
Cc1ccc(Nc2ncccc2C(N)=O)cc1[N+](=O)[O-],8%,1.0%,-9%,-11%,51%,
COc1ccc(-c2nc3ccccc3o2)cc1NC(=O)c1ccc(Br)o1,0%,6.5%,-5%,6%,12%,
O=C(N/N=C/c1ccc(O)cc1)c1ccc(NC(=O)c2ccccc2Br)cc1,?,3.3%,-15%,-6%,27%,
CC(C)CCCN1C(Nc2ccccc2)=NC[C@@H]1CC(C)C,11%,i,5%,-7%,50%,
O=C(O)C1CCC(CNCc2ccccc2Cl)CC1 (configuration not stated),0%,0.1%,3%,-4%,-46%,
Cc1nn(-c2ccccc2)nc1C(=O)NN,2%,0.7%,-6%,-14%,-1%,
O=C(CN1CCN(c2ccccn2)CC1)Nc1cccc(Cl)c1Cl,16%,1.6%,5%,-5%,11%,
O=C(COC(=O)CNC(=O)c1ccccc1Cl)Nc1ncc(C(F)(F)F)cc1Cl,8%,0.4%,8%,-7%,-20%,
CCN=C1SC(CC(=O)Nc2ccc(N3CCOCC3)cc2)C(=O)N1CC (configuration not stated),-2%,2.2%,-5%,4%,-3%,inhibitors of VEEV 10K pilot screen=1.4
C[C@H]1COC(=O)[C@H](CC(=O)OC(C)(C)C)C/C=C\C[C@@H](CC(=O)NCCO)C(=O)N1,4%,i,·,-2%,7%,inhibitors of VEEV 10K pilot screen=0.0

# Arranged by number of heavy atoms (smallest number first): some entries from above.
SMILES,H37Rv inhibition,inhibitors of VEEV,PhoP GFP inhibition,influenza NS1A,M. tuberculosis,others
Cc1[nH]c2ccccc2c1C(C#N)(C#N)C1C(=O)c2ccccc2C1=O,9%,7.1%,13%,?,78%,
CCN=C1SC(CC(=O)Nc2ccc(N3CCOCC3)cc2)C(=O)N1CC (configuration not stated),-2%,2.2%,-5%,4%,-3%,inhibitors of VEEV 10K pilot screen=1.4
O=C(N/N=C/c1ccc(O)cc1)c1ccc(NC(=O)c2ccccc2Br)cc1,?,3.3%,-15%,-6%,27%,

# (next part)
SMILES,H37Rv inhibition,inhibitors of VEEV,PhoP GFP inhibition,influenza NS1A,M. tuberculosis,others
C[C@@H]1CN(S(=O)C(C)(C)C)[C@@H](CCO)/C1=C\c1ccccc1 (some centres not stated),·,0.4%,·,-19%,·,
Oc1c(Cl)cc(Cl)cc1/C=N/Nc1ncc(Br)cn1,?,1.9%,-9%,-4%,40%,inhibitors of VEEV 10K pilot screen=12
COc1ccc(C(=O)NC2=Nc3ccccc3N=C(C)C2c2ccccc2)cc1 (configuration not stated),1%,6.2%,-4%,0%,7%,
COc1ccc(-n2nnnc2SCc2nc3ccccc3s2)cc1,4%,1.4%,-36%,-19%,19%,
CC(C)(C)NC(=O)CN(C(=O)c1ccc(CN2CCOCC2)o1)c1ccc2c(c1)OCCO2,-5%,i,-4%&-10%,0%,3%,
O=C(CCc1ccc(O)c(O)c1)N/N=C/c1cc2c(cc1[N+](=O)[O-])OCO2,-2%,1.6%,-5%,-4%,-3%,
COc1ccc2[nH]c3c(c2c1)CCN1C(=O)C(CC(=O)NCc2ccco2)C[C@H](C(=O)N(C(C)C)C(C)C)[C@@]31C (some centres not stated),·,i,·,-5%,·,
C=C(C)CSc1nc(N)c(C#N)c(-c2ccc(C)cc2)c1C#N,6%,0.1%,-12%,-11%,11%,
Cc1ccc(OCC(=O)N(Cc2ccco2)C2CCS(=O)(=O)C2)cc1C (configuration not stated),-7%,3.7%,5%,-4%,4%,
CC1CN(C(=S)NC(=O)c2ccco2)CC(C)O1 (configuration not stated),-6%,0.8%,-3%,-2%,12%,
C=CCOc1c(CNc2ncn[nH]2)cccc1OC,-3%,0.8%,2%,7%,-5%,
N#Cc1ccc(-c2csc(NC(=O)c3ccc(N4C(=O)CCC4=O)cc3)n2)cc1,5%,i,9%,-7%,-2%,
O=C(NCCCn1ccnc1)C(=O)c1cn(CC(=O)N2CCCCCC2)c2ccccc12,8%,0.9%,-8%,1%,76%,
O=C1CSc2ccc(C(=O)NCCc3ccc(Cl)cc3Cl)cc2N1,-7%,3.1%,·,-3%,-1%,
N#Cc1ccc(CSc2ncccn2)cc1,4%,0.6%,-6%,-5%,77%,
CCOC(=O)c1c(-c2cccc(C)c2)csc1NC(=O)C1CC=CCC1C(=O)O (configuration not stated),-4%,1.9%,-7%,1%,21%,
COc1ccc(CC(=O)N(C)C2CCCN(Cc3ccccc3F)C2)cc1OC (configuration not stated),-5%,i,1%,-12%,-3%,
CCC/C(=N\NC(=O)c1cccc(C)c1)c1ccccc1,15%,0.7%,-3%,-1%,1%,
O=C(NCc1ccco1)/C(=C/c1ccc(C(F)(F)F)cc1)c1nc2ccccc2[nH]1,-1%,i,9%,7%,-14%,
C=CCC1c2cccc(C(=O)O)c2C(=O)N1c1cccc(OC)c1 (configuration not stated),-4%,0.8%,-3%,-8%,6%,
CCN(CC)CC(=O)Nc1cc(N(C)C)nc2ccccc12,-2%,i,1%,20%,0%,
COc1ccc(N2CCN(C(C)C(=O)N3CCc4ccccc43)CC2)cc1 (configuration not stated),8%,i,-2%,2%,18%,
CC(=O)N1CCN(CC(=O)NC(=O)Nc2ccc3c(c2)OCCO3)CC1,0%,2.8%,2%,14%,-8%,
CC1CCCCC12NC(=O)N(CC(=O)NC1CCCc3ccccc31)C2=O (configuration not stated),40%,1.0%,3%,-5%,3%,
Cc1ccc(S(=O)(=O)N2[C@@H](c3ccccc3)C(C(=O)O)=CC[C@H]2c2ccc(Cl)c(Cl)c2)cc1,2%,0.5%,-6%,-9%,57%,
COc1ccc(CNC(=O)C(NS(=O)(=O)c2cccc3nsnc23)C(C)C)cc1 (configuration not stated),5%,1.1%,5%,-5%,12%,
Cc1ncc([N+](=O)[O-])n1CC(=O)Nc1cc(Cl)ccc1Cl,8%,i,-2%,-13%,-1%,
COc1ccc(OCCCC(=O)NCCc2nc3ccccc3[nH]2)cc1,0%,0.3%,-1%,2%,2%,
COc1ccc2cc(S(=O)(=O)NCCCN3CCOCC3)ccc2c1,4%,7.6%,22%,-2%,3%,
CCc1ccc(NC(=O)CCc2ccc(C)o2)cc1,?,1.3%,7%,16%,9.6µM*,
